KCNH2 3.1 inh – qHTS for Inhibitors of KCHN2 3.1: Mutant qHTS; 340,000 compounds, 0.95% hits; U2OS KCNH2 3.1, thallium flux FluxOr; hits give low values; activity change, % (tested at about 1.8 µM); AID 720553, 2013;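 active = maximum activity change below -70%; inconclusive = maximum activity change from -70% to -50%; inactive = maximum activity change above -50%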;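 note: thallium influx rate constant from kinetic fluorescence after stimulation buffer; % is set by controls: 0 for no effect and ±100 for the full control effect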
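Virally transduced U2OS (3.1 isoform, 4 h infection in dark at RT) → overnight 37 C → FluxOr + Red40 in HBSS/HEPES, 45 min → stimulation buffer, 2 min kinetic read → rate constant vs DMSO controls.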
USP2a block – qHTS Assay for Inhibitors of Ubiquitin-specific Protease USP2a Using CHOP2 as the Reporter | Ubiquitin carboxyl-terminal hydrolase 2 (Homo sapiens), O75604 | USP2 core, Ub-CHOP2 coupled fluorogenic reporter, 485/531 | Potency, µM (top dose mostly 38.3 µM), without a hit: at the top dose activity change, negative = inhibition, usual class: inhibitors | 330,000 compounds, 0.01% hits;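 note: potency is the fitted concentration of half-maximal effect; plate controls were DMSO wells for no effect and full inhibition by NEM control for full effect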
Target sequence (O75604 whole entry, looked up): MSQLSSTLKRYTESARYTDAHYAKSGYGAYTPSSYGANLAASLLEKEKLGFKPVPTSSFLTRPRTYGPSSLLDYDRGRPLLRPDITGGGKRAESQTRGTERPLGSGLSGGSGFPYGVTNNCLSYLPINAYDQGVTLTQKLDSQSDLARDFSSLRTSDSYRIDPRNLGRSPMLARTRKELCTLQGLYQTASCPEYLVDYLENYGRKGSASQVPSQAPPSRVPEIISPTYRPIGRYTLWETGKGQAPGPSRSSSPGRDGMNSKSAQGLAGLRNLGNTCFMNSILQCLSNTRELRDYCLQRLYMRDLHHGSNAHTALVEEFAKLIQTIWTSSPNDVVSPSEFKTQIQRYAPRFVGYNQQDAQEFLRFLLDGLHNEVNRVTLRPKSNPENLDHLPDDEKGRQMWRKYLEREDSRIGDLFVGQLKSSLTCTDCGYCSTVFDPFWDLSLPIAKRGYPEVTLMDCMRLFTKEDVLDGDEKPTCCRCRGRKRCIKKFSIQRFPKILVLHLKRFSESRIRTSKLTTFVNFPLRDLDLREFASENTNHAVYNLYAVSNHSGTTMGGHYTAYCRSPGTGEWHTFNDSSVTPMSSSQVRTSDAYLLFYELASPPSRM
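Cell-free coupled assay: 10nM USP2 core preincubated 30min RT with compound in Tris-HCl pH 8.0/CaCl2/CHAPS buffer, then 25nM Ub-CHOP2 and 25nM reporter substrate; fluorescence (Ex 485/Em 531) read after 60min RT, normalized to NEM inhibition, concentration-response curves fitted.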
CXXC DNA block – qHTS Fluorescence Polarization Assay for Inhibitors of MLL CXXC domain - DNA interaction | AID 2662, 2010 | Histone-lysine N-methyltransferase 2A (Homo sapiens), Q03164 | Potency, µM (highest dose often 115 µM), without a hit: at the highest dose activity change, negative = inhibition, usual class: inhibitors | MLL-CXXC / FITC-HOXA9 DNA fluorescence polarization | 290,000 compounds, 0.037% hits; active = well fitted inhibition curve with a large enough effect in the polarisation, with a control signal flat, not every such curve was filed as active; inconclusive = small, poorly fitted or top-dose-only effect, or effect the other way, or a change in a side signal; inactive = no such curve, though single readings can be large or run the other way; the % refers to the polarisation; note: potency is the fitted concentration of half-maximal effect
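Fluorescence polarization: 7 uM MLL-CXXC (stock) preincubated 5 min with compounds, then 50 nM fluorescein-HOX-A9 DNA (stock) added; 30 min ambient. Buffer 50 mM Tris-HCl pH 7.5, 50 mM NaCl, 1 mM DTT, 0.05% BSA.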
Menin MLL FP TR – qHTS Assay for Inhibitors Targeting the Menin-MLL Interaction in MLL Related Leukemias: Competition With Texas Red Labeled MLL-derived Mutant Peptide. O00255. Menin + Texas Red MLL mutant peptide, fluorescence polarization. Potency, µM (top dose mostly 61.6 µM), without a hit: top-dose FP activity change, negative = inhibition, hits mostly inhibitors. 270,000 compounds, 0.23% hits. AID 1768, 2009; active = well fitted inhibition curve with a large enough effect in the polarisation, with a control signal flat, not every such curve was filed as active; inconclusive = small, poorly fitted or top-dose-only effect, or effect the other way, or a change in a side signal; inactive = no such curve, though single readings can be large or run the other way; the % refers to the polarisation; note: potency is the fitted concentration of half-maximal effect; % of control where 0% means no effect; many of its hits are not listed in these tables
Giardia kill – Small Molecules that selectively kill Giardia lamblia: qHTS; activity change, % at 7.66 µM, hits read low; Giardia lamblia trophozoite viability; 340,000 compounds, 0.15% hits; in the data active = activity change below about -80%; inconclusive = between about -30% and that limit;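 note: parasites exposed to compound for two days anaerobically before the ATP read; % is set by controls: 0 for no effect and ±100 for the full control effect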
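Trophozoite viability was measured as ATP-dependent luminescence, read 15-30 min after reagent addition. Before that, parasites at 100 cells/well were exposed to compounds for 48 h, anaerobically, at 37 deg C.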
GALK inhibitor – qHTS Assay for Inhibitors of Human Galactokinase (GALK) | Purified GALK, Kinase-Glo residual ATP luminescence | Potency, µM (highest dose often 57.5 µM), without a hit: top-dose activity change, negative = inhibition, hits mostly inhibitors | 270,000 compounds, 0.007% hits | AID 1868, 2009; note: potency is the fitted concentration of half-maximal effect; % is set by controls: 0 for no effect and ±100 for the full control effect
Target sequence (P51570 whole entry, looked up): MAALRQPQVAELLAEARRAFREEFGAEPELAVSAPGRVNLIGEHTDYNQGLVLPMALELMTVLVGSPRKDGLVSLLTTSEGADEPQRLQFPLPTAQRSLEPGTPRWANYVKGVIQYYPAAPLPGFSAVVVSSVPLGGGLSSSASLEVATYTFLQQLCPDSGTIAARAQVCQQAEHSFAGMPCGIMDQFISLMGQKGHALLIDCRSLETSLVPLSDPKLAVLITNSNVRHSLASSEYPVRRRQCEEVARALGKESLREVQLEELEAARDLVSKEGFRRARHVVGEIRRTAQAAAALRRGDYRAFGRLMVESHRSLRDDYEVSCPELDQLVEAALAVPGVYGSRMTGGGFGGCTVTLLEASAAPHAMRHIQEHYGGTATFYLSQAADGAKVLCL
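Luminescence from leftover ATP (Ultra-Glo luciferase/luciferin) served as read-out after a 1 h room-temperature reaction of 5 nM GALK with 35 uM ATP and 100 uM galactose.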
TRPV1 agonist – HTS Assay for Compounds that Act as Agonists of the Vanilloid Receptor 1; TRPV1-expressing cells, Fluo-8 calcium influx, agonist mode; AID 540275, 2011; Transient receptor potential cation channel subfamily V member 1 (Homo sapiens), Q8NER1; 320,000 compounds, 0.19% hits; activation, % at 8.33 µM; in the data active = activation above about 80%; inconclusive = between about 30% and that limit; note: 0% is about no effect
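TRPV1-expressing cells were cultured overnight at 35.5C and loaded with Fluo-8 calcium dye for 40 to 90 min at room temperature. After a 10 s baseline, compound was added and calcium influx was read kinetically for 3 min (ex 480/em 520 nm).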
PKM2 activator – qHTS Assay for Activators of Human Muscle isoform 2 Pyruvate Kinase | Pyruvate kinase PKM (Homo sapiens), P14618 | purified PKM2, Kinase-Glo ATP luminescence, activation; response scale: 0% is enzyme alone, no compound | Potency, µM (highest dose often 57.5 µM), for inactives: top-dose activation, usual class: activators | 260,000 compounds, 0.34% hits; note: potency is the fitted concentration of half-maximal effect; % is set by controls: 0 for no effect and ±100 for the full control effect; nearly all actives have a fitted effect of over 55% in size
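hPK-M2, >95% pure; 0.1 mM ADP / 0.5 mM PEP final; imidazole pH7.2 buffer w/ 7 mM MgCl2, 50 mM KCl; 1 h RT; Kinase-Glo lum. Intermediate enzyme activity for dual inhibitor/activator qHTS.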
Coupling enz – qHTS Assay for Inhibitors of Fructose-1,6-bisphosphate Aldolase from Giardia Lamblia: Coupling assay counterscreen; activity change, negative = inhibition, % at 58.2 µM, hits read low; AID 2472, 2010; coupling enzyme system counterscreen, AmpLite Red fluorescence; 290,000 compounds, 0.67% hits; in the data active = activity change below about -30%; note: % is set by controls: 0 for no effect and ±100 for the full control effect
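Counterscreen lacking aldolase: glyceraldehyde-3-phosphate coupling-enzyme reagent preincubated 10 min at RT with compound (at 57.5 uM final), then substrate/coupling system with AmpLite Red added; fluorescence read at 525/598 nm after 20 min RT.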
KCNH2 WT inh – qHTS for Inhibitors of KCHN2 3.1: Wildtype qHTS. Voltage-gated inwardly rectifying potassium channel KCNH2 (Homo sapiens), Q12809. U2OS, BacMam KCNH2, thallium flux FluxOr; hits give low values. activity change, % at 1.84 µM. 340,000 compounds, 0.37% hits. AID 720551, 2013;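 active = maximum activity change below -70%; inconclusive = maximum activity change between -70% and -50%; inactive = maximum activity change above -50%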; note: % is set by controls: 0 for no effect and ±100 for the full control effect
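U2OS cells were transduced with wild-type KCNH2 virus (2.03 x 10^8 / mL) for 4 h at room temperature, then cultured overnight at 37 C. Thallium flux was read with FluxOr dye. Rate constants were normalized to DMSO controls.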
B2AR arrestin – qHTS assay of beta-arrestin-biased ligands of beta2-adrenergic receptor; Potency, µM (top dose mostly 46.1 µM), inactives show top-dose activation, actives largely listed as activators; AID 492947, 2010; beta-arrestin recruitment to beta2AR, cell-based reporter; Beta-2 adrenergic receptor (Homo sapiens), P07550; 330,000 compounds, 0.02% hits;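 note: potency is the fitted concentration of half-maximal effect; 0% = DMSO controls and full agonism = EC100 isoproterenol or metaproterenol; nearly all actives have a fitted effect of over 65% in size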
The depositor's hits bear a star; ? = inconclusive; . = no result given; & = joins results of further samples; [ ] = another dose, or the depositor's remark. Unless noted, calls come from the whole dose curve; as a rule, active = well fitted curve in the direction sought with a large enough effect; inconclusive = small, poorly fitted or top-dose-only effect, or another doubt; inactive = no such curve, though single readings can be large; an effect the other way counts as inactive or inconclusive. Not all compounds are listed; the hit share may differ from the screen's.

SMILES	KCNH2 3.1 inh	USP2a block	CXXC DNA block	Menin MLL FP TR	Giardia kill	GALK inhibitor	TRPV1 agonist	PKM2 activator	Coupling enz	KCNH2 WT inh	B2AR arrestin
CC1CCN(C(=O)Cn2c(=O)oc3cc(S(=O)(=O)N4CCCCC4)ccc32)CC1	9	-1%	-11%	.	-5	-2%	-1	.	.	-20	0.2%
CN1CCN(S(=O)(=O)c2ccc(N(C)Cc3ccc(OC(F)F)cc3)c([N+](=O)[O-])c2)CC1	-35	0%	.	.	8	.	7	.	.	51	0.0%
NNC(=O)c1cc(-c2ccc(O)cc2)nc2ccc(Br)cc12	3	-1%	-3%	.	6	.	8	10%	2	-1	-0.5%
N#Cc1ccc(NC(=O)c2cc(-c3cccs3)on2)cc1	-5	3%	6%	-14%	-4	-2%	1	-8%	1	4	-0.1%
COCC(=O)N1CCN(c2nc3ccccc3o2)CC1	13	-2%	?	-4%	8	-3%	1	-19%	2	-5	-1.0%
Cc1cc(C(=O)CN2C(=O)NC3(CCCc4sccc43)C2=O)c(C)n1-c1ccccc1 (stereo unspecified)	4	-2%	15%	-1%	10	1%	3	-7%	2	-10	2.5%
C=CCNC(=O)NC(=O)COC(=O)CCCSc1nc2ccccc2[nH]1	8	5%	-2%	-9%	-14	-4%	1	3%	-1	-1	-0.2%
CC(=O)Nc1ccc(Nc2ncnc3c2cnn3-c2ccc(C)cc2C)cc1	0	2%	-5%	6%	11	1%	87*	-4%	-2	-12	-0.1%
COc1nc(-c2ccc(C)cc2)ccc1-c1noc(-c2cccnc2)n1	7	3%	-2%	1%	2&31	-1%	-3	-5%	0	3	-1.2%
COc1ccc(OCC(O)CNC(=O)c2ccccc2)cc1 (stereo unspecified)	6	2%	4%	.	-6	1%	.	1%	2	1	-0.3%
COc1ccccc1C(=O)NCCC(=O)NCc1cccnc1	-16	0%	.	.	4	.	-1	.	.	-3	-0.8%
Cc1ccc(C(=O)COC(=O)c2cc(=O)[nH]c3ccccc23)cc1C	20	0%	29%	13%	0	-1%	2	10%	0	1	4.9%
COc1ccc(NC(=O)CSc2nnc(Cc3ccccc3)c(=O)n2N)cc1OC	0	0%	.	.	7	.	5	.	.	1	-0.7%
Cc1ccc2nc3c(c(N)c2c1)CCN3C	-3	-1%	-3%	4%	-12	-1%	0	.	-2	-2	-0.4%
CNC(=O)N(C1=NCCCCC1)c1ccc(Br)cc1	5	4%	-4%	3%	16	0%	1	2%	3	-2	-0.3%
O=C(Nc1ccccc1[N+](=O)[O-])c1cc(S(=O)(=O)Nc2ccccn2)ccc1Cl	-21	2%	-8%	-13%	-2	16%	0	0%	6	-5	-0.8%
O=C(NC1CCCC1)C(c1ccccc1F)N(C(=O)c1ccco1)C1CCCC1 (stereo unspecified)	7	-3%	-1%	-6%	1	6%	1	-8%	-2	-2	-0.8%
COC(=O)c1ccc(NC(=O)CSc2nnc(C(C)NC(=O)c3ccccc3Cl)n2C)cc1 (stereo unspecified)	10	0%	-7%	11%	-5	2%	5	-7%	-1	-2	0.5%
C=CCn1c(NC)cc(=O)n(C)c1=O	4	-2%	2%	2%	0	-2%	0	5%	3	-2	-0.5%
CCN(CC)C(=O)c1ccc2c(c1[N+](=O)[O-])C(=O)c1ccccc1C2=O	.	7%	-3%	8%	.	0%	1	0%	-42*	.	-0.8%
O=C(O)c1ccccc1C(=O)NC1CCN(c2nccc(C(F)(F)F)n2)CC1	-10	1%	6%	13%	-7	6%	-3	.	7	-7	0.3%
CCN1CC=C2C(C#N)=C(N)C(C#N)(C#N)[C@H](c3ccoc3)[C@H]2C1	-17	?	?	18µM*	10	0%	5	1%	.	-13	-1.0%
O=C(c1cn(Cc2ccccc2)nc1-c1cccnc1)N1CCc2ccccc2C1	-2	0%	.	.	0	.	2	.	.	18	-1.6%
O=C(COc1coc(CN2CCc3ccccc32)cc1=O)Nc1ccc([N+](=O)[O-])cc1	-8	-1%	.	.	6	.	-3	.	.	14	0.1%
COc1cccc(OC)c1C(=O)Nc1ccc(N2CCCCC2)cc1	-7	.	-2%	0%	9	4%	-1	1%	-1	21	.
The list continues:
SMILES	KCNH2 3.1 inh	USP2a block	CXXC DNA block	Menin MLL FP TR	Giardia kill	GALK inhibitor	TRPV1 agonist	PKM2 activator	Coupling enz	KCNH2 WT inh	B2AR arrestin
COc1ccccc1C(=O)NCC(=O)N1CCN(C/C=C/c2ccccc2)CC1	-18	-1%	.	.	0	.	.	.	.	-14	0.0%
N#CCCN(C(=O)COc1ccc(Br)cc1F)c1ccc(F)cc1	9	2%	-4%	5%	18	2%	-1	3%	1	.	0.1%
CCOC(=O)C1=C(C)N=c2s/c(=C\c3cccc(OCC(=O)O)c3)c(=O)n2C1c1ccccc1 (stereo unspecified)	0	-1%	-5%	37%[activator]	-20	-1%	-5	0%	12	-2	0.5%
OCCC1CN(Cc2cccn2-c2nccs2)CCN1C1CCCCC1 (stereo unspecified)	-11	-3%	0%	-8%	-18	2%	2	-7%	2	-16	-0.6%
COc1ccc(S(=O)(=O)N(C)C)cc1NC(=O)CN1C(=O)NC2(CCCC2)C1=O	0	0%	36%[activator]	-14%	2	5%	-1	.	1	-1	-0.8%
CCN(CC)C(=O)COC(=O)c1ccc(C)c(NC(=O)c2ccco2)c1	-6	-2%	-1%	-22%	7	1%	-2	7%	2	1	-0.1%
Cc1cc2cc(C#N)c(SCC(=O)Nc3nonc3C)nc2cc1C	-28	-2%	29%	.	4	5%	1	.	-3	7	-0.7%
Cc1ccc(NC(=O)CCN2C(=O)OC(C)(C)C2(C)O)cc1 (stereo unspecified)	2	2%	0%	8%	-12	1%	0	.	3	-3	0.4%
O=C(/C=C/c1ccc(F)cc1)N1CCCN(C(=O)/C=C/c2ccc(F)cc2)CC1	.	3%	-13%	-19%	-5	0%	13	-1%	2	-48	-0.4%
Cc1cccc(C(=O)NC2CC3CCCC(C2)N3C(=O)NC2CCCCC2)c1 (stereo unspecified)	20	4%	-4%	-6%	1	2%	1	-5%	-1	-1	-0.8%
CCN(CC)S(=O)(=O)c1ccc(N2CCOCC2)c(NC(=O)c2ccc(=O)n(C)n2)c1	17	1%	.	.	-8	.	2	.	.	-5	-0.1%
COC(=O)c1ccc(Cl)c(S(=O)(=O)N2CCCC2)c1	11	2%	0%	-12%	-14	1%	-7	5%	1	-5	-0.2%
COc1ccc(NC(=O)c2ccc(Cl)c(S(=O)(=O)N3CC(C)OC(C)C3)c2)cn1 (stereo unspecified)	3	0%	.	.	4	.	?	.	.	1	0.1%
Cc1scc(C(=O)Nc2ccon2)c1-c1ccccc1	-6	3%	-5%	-11%	-1	-2%	4	-6%	0	11	-0.2%

From PubChem BioAssay
